Rv3671c protease: inhibitors of M. tuberculosis serine protease Rv3671c; inhibition, % at 5.96 µM; P9WHR9; 320,000 compounds, 0.048% hits; in the data active = inhibition above about 38%;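 note: extracellular domain of Rv3671c used as enzyme; 0% = enzyme with DMSO and 100% = no enzyme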
PfHsp40 yeast: compounds rescuing yeast from Plasmodium falciparum HSP40 toxicity | S. cerevisiae expressing PfHsp40, growth rescue, ATP luminescence | growth rescue, % at 12.5 µM | 340,000 compounds, 0.68% hits; in the data active = growth rescue above about 28%, passing the limit was not always enough; inconclusive = no clear call, values can overlap the other calls;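 note: yeast W303a lacking pdr1 and pdr3 grown in galactose medium; growth measured after three days at 30 °C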
Vc quorum ag: quorum light induction in luxS cqsA deficient V. cholerae; AID 588436; activation, % at 18.7 µM; V. cholerae BH1578 lux reporter, luminescence, 6 h; 350,000 compounds, 0.16% hits; in the data active = activation mostly above about 9.7%, no sharp cut-off; inconclusive = no clear call, values can overlap the other calls; inactive = mostly below about 3.7%; note: not every result past the cut was called active; inactives centre near 0; reference of the scale not given here
Anthrax LF inh2: blocks Bacillus anthracis lethal factor protease; multiplex microsphere protease cleavage assay, LF; inhibition, % at 10 µM; 360,000 compounds, 0.12% hits; in the data active = inhibition above about 30%; inconclusive = no clear call, values can overlap the other calls; note: plate controls were buffer without enzyme for full effect and enzyme alone for no effect
Target sequence (P15917 whole entry, looked up): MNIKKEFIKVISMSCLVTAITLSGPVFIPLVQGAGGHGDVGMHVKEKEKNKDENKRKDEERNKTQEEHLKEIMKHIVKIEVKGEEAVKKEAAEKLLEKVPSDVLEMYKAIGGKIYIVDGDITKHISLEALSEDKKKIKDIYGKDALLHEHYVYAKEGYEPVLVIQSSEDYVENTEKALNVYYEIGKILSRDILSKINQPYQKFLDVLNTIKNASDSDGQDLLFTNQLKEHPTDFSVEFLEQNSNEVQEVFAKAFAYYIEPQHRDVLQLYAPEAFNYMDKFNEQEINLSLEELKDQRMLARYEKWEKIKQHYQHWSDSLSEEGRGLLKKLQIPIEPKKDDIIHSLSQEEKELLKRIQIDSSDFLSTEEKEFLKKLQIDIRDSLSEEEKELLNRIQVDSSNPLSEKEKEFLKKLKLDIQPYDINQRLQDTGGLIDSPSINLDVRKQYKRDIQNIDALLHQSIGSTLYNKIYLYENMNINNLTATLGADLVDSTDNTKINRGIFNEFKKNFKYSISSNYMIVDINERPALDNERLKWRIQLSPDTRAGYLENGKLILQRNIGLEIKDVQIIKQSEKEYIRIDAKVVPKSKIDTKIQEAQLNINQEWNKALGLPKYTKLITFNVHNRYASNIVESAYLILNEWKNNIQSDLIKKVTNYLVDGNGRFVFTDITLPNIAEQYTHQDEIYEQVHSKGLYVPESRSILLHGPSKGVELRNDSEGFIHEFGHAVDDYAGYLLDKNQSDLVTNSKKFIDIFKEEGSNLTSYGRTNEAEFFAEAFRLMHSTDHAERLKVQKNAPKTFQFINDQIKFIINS
MazEF act: activators of E. coli MazEF toxin-antitoxin RNase; FAM/BHQ RNA-DNA oligo cleavage fluorescence, 5 h; activation, % at 20 µM; 350,000 compounds, 0.32% hits; AID 504720; in the data active = activation above about 50%
Target sequence (P0AE70 whole entry, looked up): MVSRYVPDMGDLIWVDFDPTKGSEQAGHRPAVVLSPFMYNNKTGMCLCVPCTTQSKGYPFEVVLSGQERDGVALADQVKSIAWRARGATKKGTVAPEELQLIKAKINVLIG
VHR inh abs: DUSP3 (human) phosphatase inhibition; recombinant VHR phosphatase, pNPP absorbance; AID 1654; inhibition, % at 13.3 µM; 290,000 compounds, 0.52% hits; in the data active = inhibition above about 50%; note: some compounds called inactive have numbers as strong as hits
Target sequence (P51452 whole entry, looked up): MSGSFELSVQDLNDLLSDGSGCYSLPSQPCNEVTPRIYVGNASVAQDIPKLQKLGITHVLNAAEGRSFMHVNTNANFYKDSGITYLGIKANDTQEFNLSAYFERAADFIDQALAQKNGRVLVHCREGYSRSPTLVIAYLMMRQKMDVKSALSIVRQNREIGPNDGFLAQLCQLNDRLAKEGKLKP
Y pestis TopoI: blocks Yersinia pestis topoisomerase I activity | activity, % at 10 µM | Y. pestis Topo-I cleavage product accumulation, plate reader | 360,000 compounds, 0.064% hits; in the data active = activity above about 50%, passing the limit was not always enough; inconclusive = no clear call, values can overlap the other calls; note: inactives centre near 2
PriA SSB inh: blocks PriA binding to SSB C-terminal tail; AlphaScreen SSBct-PriA binding, biotinylated peptide; inhibition, % at 33 µM; 430,000 compounds, 0.6% hits; AID 1272365; in the data active = inhibition mostly above about 37%, no sharp cut-off; inactive = mostly below about 20%;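 note: plate controls were negative control peptide for no effect and reference peptide for full effect; strong numbers were not always called active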
SARS 3CLpro inh: SARS-CoV 3CLpro protease inhibition; recombinant SARS-CoV 3CLpro, quenched FRET peptide cleavage; inhibition, % at 6 µM; 290,000 compounds, 0.14% hits; P0C6X7; in the data active = inhibition above about 12%
TcdB GH inh: blocks C. difficile toxin B glycohydrolase activity; inhibition, % at 9.99 µM; TcdB glycohydrolase enzymatic assay, plate reader; 350,000 compounds, 0.24% hits; P18177; in the data active = inhibition above about 10%
Numbers without * were called inactive; i = inactive; ? = inconclusive; nt = not tested or not shown; & = joins results of further samples.

SMILES	Rv3671c protease	PfHsp40 yeast	Vc quorum ag	Anthrax LF inh2	MazEF act	VHR inh abs	Y pestis TopoI	PriA SSB inh	SARS 3CLpro inh	TcdB GH inh
COc1ccccc1N1CCN(C(=O)C(F)F)CC1	-8	-1.6	1.5	0	0	17	0	1	-1	nt
CCCC(=O)NC(=S)Nc1ccc(S(=O)(=O)Nc2ccc(OCC)cc2)cc1	-9	-0.2	-0.4	0	-5	24	-6	-7	4	nt
COc1ccc(C)cc1NC(=O)C1CCCN(S(=O)(=O)c2cccc3cccnc23)C1 (stereo unspecified)	9	-0.8	-0.6	-1	-3	25	10	-10	1	nt
O=c1cc(O)c2sc(Nc3ccc(Cl)c(F)c3)nc2[nH]1	-5	2.7	i	-6	-2	4	-8	-7	2	0.2
Cc1cc(OCc2cc(C(=O)N(C)Cc3nonc3C)no2)cc(C)c1Cl	-3	5.9	-0.2	0	-8	-10	21	-19	4	3.1
CCCCOc1ccc(/C=C2/Sc3ccccc3C2=O)cc1	-5	-1.9	i	1	-7	0	6	-6	-5	2.6
CN1/C(=C\C(=O)CSc2nncn2C)C(C)(C)c2ccccc21	2	-1.3	-0.3	-1	-3	46	6	6	2	nt
Cc1ccc(-n2nc3c(=O)n(CCCC(=O)NCc4ccccc4C)nc(C)c3c2C)cc1	-10	0.5	1.1	3	5	-2	-3	3	6	-0.6
O=C(C1CC1)N1CCN(Cc2ccccc2)CC1	-4	-1.6	-0.4	nt	12	nt	5	3	nt	0.9
CN(Cc1ccccc1)C(=O)c1[nH]cnc1C(=O)Nc1ccccc1	-3	0.8	i	-4	5	nt	0	5	nt	0.9
Cc1ccc(-c2ccc(CO)o2)cc1N	-6	0.0	-0.3	7	8	21	-4	8	-3	0.0
O=C1CN(C(=S)Nc2ccccc2Cl)CCN1	-5	-1.2	-0.1	1	-3	17	-1	-8	3	0.2
CSc1ccc(/C=C/C(=O)Nc2ccccc2)cc1	-4	0.9	-0.4	-2	-5	0	2	-11	4	-1.1
COc1cc2c(C(=O)O)c(C)n(-c3ccccc3)c2c2ccccc12	0	2.0	-0.8	-3	-9	-4	-8	-3	1	2.0
CC1CCN(C(=O)C2CCCN(S(=O)(=O)c3cccc4nsnc34)C2)CC1 (stereo unspecified)	7	1.3	-0.5	0	-3	15	6	-23	3	1.8
O=C(NN=Cc1ccccc1Cl)c1ccccc1	nt	nt	i	-6	-5	nt	-5	nt	nt	1.3
COc1cc(NC(=O)CCc2c(C)[nH]c(=O)c(C#N)c2C)cc(OC)c1	0	-0.5	-0.4	0	7	8	4	-9	-5	1.8
O=C(C1CCCN1S(=O)(=O)c1cccc2nsnc12)N1CCCCC1 (stereo unspecified)	-1	-2.0	i	-7	12	0	1	6	-1	0.5
COc1cccc(S(=O)(=O)N(C)C[C@@H]2OCc3cnnn3CCCC(=O)N([C@@H](C)CO)C[C@H]2C)c1	nt	nt	i	-10	7	nt	12	nt	nt	0.6&-1.1
CCCCNc1nc(Nc2ccc(C)c(Cl)c2)c2cnn(C)c2n1	4	-2.7	-0.4	-15	-14	17	-1	1	7	2.2
COC(=O)C1=C(c2cccc(OC)c2OC)C[C@@H]2CC[C@H]1N2C(=O)NCc1cccc2ccccc12	-23	0.5	i	-2	-5	nt	20	8	nt	2.0
COc1cccc(CN2CC(C(=O)N(C)CCCC3CCCC3)CCC2=O)c1 (stereo unspecified)	-4	-1.4	i	-8	-3	-48	38	-6	-5	1.0
Cc1cc(C)cc(OC(C)c2ccnc3nc(/N=C/N(C)C)nn23)c1 (stereo unspecified)	3	-0.9	-2.5	-4	3	14	14	nt	-3	nt
Cc1ccccc1NC(=O)Nc1nc(C(N)C2CCCCC2)cs1 (stereo unspecified)	nt	nt	-0.3	-8	nt	nt	-2	nt	nt	1.1
CCOc1ccc(CCN2C(=S)N([C@@H](CC(C)C)CN3CCCC3CN3C(=S)NC[C@@H]3CC(C)C)C[C@@H]2CC(C)C)cc1 (stereo partly specified)	nt	0.5	i	-9	2	nt	12	4	nt	0.7
SMILES	Rv3671c protease	PfHsp40 yeast	Vc quorum ag	Anthrax LF inh2	MazEF act	VHR inh abs	Y pestis TopoI	PriA SSB inh	SARS 3CLpro inh	TcdB GH inh
CC(=O)Nc1cc([N+](=O)[O-])ccc1OCc1ccccc1	nt	-1.8	i	-1	10	nt	5	0	nt	8.7
Cc1ccc(NC(=O)CS(=O)CC(=O)N(c2ccccc2F)C(C)C(=O)NC2CCCC2)cc1 (stereo unspecified)	-10	?	-0.2	-9	-11	30	4	-6	-7	0.5
O=C(O)c1ccc(N2CCc3ccccc32)c([N+](=O)[O-])c1	-3	-1.4	i	-5	7	10	12	-5	0	0.6
Cc1ccc(NC(=O)C2(C)CCN2C(=O)CC(c2ccccc2)c2ccccc2)cc1 (stereo unspecified)	nt	nt	0.9	-6	nt	nt	21	nt	nt	1.3
CCOc1cc(N2CCOCC2)c(OCC)cc1NC(=O)COC(=O)[C@@H]1CCCN1S(=O)(=O)c1ccccc1F	3	0.7	-0.3	-8	-5	18	11	17	1	-3.4
COc1ccc([C@H]2/C=C\CN(Cc3ccc(N(C)C)cc3)[C@@H](C)C(=O)N2Cc2ccc(F)cc2)cc1	-5	-0.7	-0.7	-3	6	nt	-1	66	nt	1.0
C#CC(C)(CC)NC(=O)Cn1nnc(-c2ccc(S(C)(=O)=O)cc2)n1 (stereo unspecified)	0	-0.4	0.3	-2	5	26	0	-9	1	nt
CNc1ccccc1-c1nc2ccccc2n(C)c1=O	4	-1.8	-0.6	3	4	31	3	18	-6	nt
CCOc1ccc(-n2c(SCC(=O)Nc3ccc(OC)cc3)nc3sc4c(c3c2=O)CCN(C)C4)cc1	-6	1.1	-0.2	2	-16	5	7	5	-2	-0.7
Cc1cccc(C)c1OCC(O)CN1CCC(CN2C(=O)c3cccc4cccc(c34)C2=O)CC1 (stereo unspecified)	-6	2.7	-0.3	-2	-28	4	8	4	2	nt
Cc1nn(C)c(C(=O)Nc2ccn(Cc3ccccc3F)n2)c1[N+](=O)[O-]	-6	-0.3	-0.9	-4	-7	27	-4	-6	-4	nt
CCN1C(=O)/C(=C2\C=Cc3ccccc3N2CC)SC1=S	-5	1.3	-1.7	-6	34	16	-4	64	1	nt
Cc1cc(C)nc(NC(=O)/C=C/c2ccc(Cl)cc2Cl)c1	-31	0.6	i	4	-1	21	3	-4	1	nt
O=S(=O)(NCC(c1ccco1)N1CCOCC1)c1ccc(Cl)cc1 (stereo unspecified)	10	-0.4	-3.1	-1	2	7	-5	-7	0	-0.2
C=C(C)c1cccc(C(C)(C)NC(=O)N2CCCC(C)C2)c1 (stereo unspecified)	5	-0.1	-0.9	-12	5	-14	5	-6	-2	nt
C[C@H](CO)N1C[C@H](C)[C@@H](CN(C)S(C)(=O)=O)Oc2ccc(NC(=O)Cn3cnnn3)cc2C1=O	-4	0.4	-6.2	-6	-12	nt	-3	-8	nt	-0.4&0.2
Cc1ccc(-n2nc3c(=O)n(CC(=O)NCc4ccccc4Cl)nc(C)c3c2C)cc1	-2	0.8	i	3	-46	1	6	4	-8	1.0
COc1ccc(C(=O)Nc2nc(C)cc(C)n2)cc1	5	-0.8	-1.0	-3	11	0	7	-15	0	1.0
C#CCOCCOCCOCCNc1nc(N2CCN(C(=O)[C@H](CCCCN)n3cc(CN)nn3)CC2)nc(N2CCN(C(=O)[C@H](CC(N)=O)n3cc(C(N)[C@H](C)CC)nn3)CC2)n1 (stereo partly specified)	1	-1.1	-0.5	-3	12	nt	-19	-15	nt	-1.8
Cc1cccc(OCc2nnc(SCC(=O)Nc3cccc(C(=O)N4CCOCC4)c3)n2C)c1C	4	-0.9	-0.3	0	-4	-2	22	-3	7	nt
CC1=NN(c2ccc(Cl)cc2)C(=O)/C1=C\c1cccn1-c1ccc(S(N)(=O)=O)cc1	-8	3.3	-0.7	-1	3	-2	-3	34	7	nt
Cc1nn(C)cc1CN(C)C(=O)c1cc(-c2ccccc2)nc2ccc(Br)cc12	-1	-1.2	-4.1	-2	-1	19	23	-11	1	-0.1
O=C(NNC(=S)Nc1ccc(F)cc1)C1[C@H]2CCCC[C@@H]12 (stereo partly specified)	11	nt	-0.4	nt	11	30	-4	-6	4	-0.1
O=[N+]([O-])c1ccccc1CN1CCN(Cc2c[nH]c3ccccc23)CC1	0	nt	nt	nt	13	23	nt	10	-1	0.9
CCN(Cc1ccccc1)C(=O)COc1ccccc1	-1	0.8	i	12	2	19	6	-16	-1	0.3

One compound at a time, as listed above.
O=C(NNC(=S)Nc1ccc(F)cc1)C1[C@H]2CCCC[C@@H]12 (stereo partly specified) is listed as Rv3671c protease: 11; PfHsp40 yeast: nt; Vc quorum ag: -0.4; Anthrax LF inh2: nt; MazEF act: 11; VHR inh abs: 30; Y pestis TopoI: -4; PriA SSB inh: -6; SARS 3CLpro inh: 4; TcdB GH inh: -0.1
CCOc1cc(N2CCOCC2)c(OCC)cc1NC(=O)COC(=O)[C@@H]1CCCN1S(=O)(=O)c1ccccc1F is listed as Rv3671c protease: 3; PfHsp40 yeast: 0.7; Vc quorum ag: -0.3; Anthrax LF inh2: -8; MazEF act: -5; VHR inh abs: 18; Y pestis TopoI: 11; PriA SSB inh: 17; SARS 3CLpro inh: 1; TcdB GH inh: -3.4

Remaining list, next part.
SMILES	Rv3671c protease	PfHsp40 yeast	Vc quorum ag	Anthrax LF inh2	MazEF act	VHR inh abs	Y pestis TopoI	PriA SSB inh	SARS 3CLpro inh	TcdB GH inh
O=C(CSc1ccc2nnc(-c3ccccn3)n2n1)NCc1ccco1	7	1.5	-0.3	-15	-1	12	5	82*	-3	-1.9
Cc1ccc(S(=O)(=O)N2CCOCC2)cc1C(=O)OCc1nnc(-c2ccccc2)o1	3	1.1	-1.4	0	-5	nt	41	-2	nt	-0.1
O=C(N/N=C/c1ccncc1)c1ccccc1[N+](=O)[O-]	4	0.1	-1.1	0	-7	12	-3	nt	2	0.3
CCC(c1nnnn1Cc1ccco1)N(CCc1ccccc1)Cc1cc2cc(C)ccc2[nH]c1=O (stereo unspecified)	-7	1.2	2.8	-1	0	32	46	-6	nt	nt
O=C(/C=C/C=C/c1ccccc1)CC1(O)C(=O)N(CCc2ccccc2)c2ccccc21 (stereo unspecified)	-20	0.9	i	-1	-7	14	35	5	8	nt
O=C(COC(=O)COc1ccc(Cl)cc1)NC1CCCC1	-3	-0.8	-0.5	-10	0	nt	6	-3	nt	0.3
Cc1csc(SCC(=O)Nc2ccccc2C)n1	3	-0.9	-1.3	-1	3	nt	0	-2	nt	0.8
Oc1cccc(/C=N/Nc2ccc(Cl)nn2)c1O	-15	-1.0	-0.8	-4	1	-4	-4	nt	-2	-1.9
C=CCn1c(SC(C)C(N)=O)nc2sc(CC)cc2c1=O (stereo unspecified)	-11	0.6	0.0	-6	0	19	12	-12	5	1.7
CC(C)(C)c1ccccc1NC(=O)c1cccnc1	2	-1.5	i	0	0	-12	1	-6	-4	0.5
C=CCc1ccccc1OCC(O)CNC(C)C (stereo unspecified)	6	-0.4	i	-10	4	5	-1	-1	-1	0.3
COc1ccccc1NC(=O)c1cc(C(=O)Nc2ccccc2OC)cc([N+](=O)[O-])c1	-6	0.4	-0.8	4	5	24	0	5	-2	0.7
CC1(NC(=O)Cc2csc(-c3cccc(Cl)c3)n2)CCS(=O)(=O)C1 (stereo unspecified)	12	-0.3	i	-1	0	nt	3	-7	nt	0.1
CC(C)Nc1ncnc2c1ncn2[C@H]1CN(Cc2ccccc2)C[C@@H](CO)O1	nt	nt	-0.5	-4	nt	nt	2	nt	nt	0.0
Cc1cc(S(=O)(=O)N2CCN=C2c2ccccc2)c(Cl)cc1Cl	0	-0.8	-0.3	1	9	-14	1	1&4	0	1.8
Cc1ccccc1OCCSc1nnc(-c2ccncc2)n1C	7	0.5	-0.1	-18	0	13	-10	2	-1	nt
COc1ccccc1N1CCN(S(=O)(=O)CCNC(=O)CC2CCCC2)CC1	nt	nt	i	2	2	nt	19	nt	nt	-0.4
O=C(COc1ccc([N+](=O)[O-])cc1Cl)Nc1ccc2[nH]c(=O)[nH]c2c1	5	-0.7	i	-5	-3	nt	-9	-4	nt	0.3

Source: PubChem BioAssay

Only part of the results is shown; the hit share may differ from the screen's.
